Bioassay records (PubChem BioAssay)
GPR55 activation = GPR55 agonists via beta-arrestin recruitment, primary screen, imaging, U2OS cells, beta-arrestin-GFP redistribution (AID 1961); G-protein coupled receptor 55 (Homo sapiens); U2OS GPR55 beta-arrestin-GFP redistribution imaging; higher % means a stronger effect; activation, % at 10 µM; hits with a dose series show EC50 in µM; hit rate 0.048% among 290,000;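 active = activation above 40% with more than 50 cells counted in the well; inconclusive = wells holding fewer than 50 cells, flagged as toxic or sparse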;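 note: U2OS osteosarcoma cells stably expressing GPR55 and beta-arrestin-GFP; plate controls were DMSO negative control for no effect and LPI positive control for full effect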
GPR35 arrestin U2OS = GPR35 antagonists blocking zaprinast-driven arrestin recruitment, primary screen, imaging, U2OS, beta-arrestin-GFP, zaprinast agonist (AID 2058). G-protein coupled receptor 35 (Homo sapiens). one-dose inhibition, % at 10 µM; IC50 in µM for titrated hits. hit rate 0.052% among 290,000. U2OS GPR35 beta-arrestin-GFP translocation imaging, zaprinast antagonism; higher % means a stronger effect;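 active = inhibition of at least 50% with at least 30 cells and total cytoplasm GFP at most 10,000,000; inconclusive = under 30 cells or total GFP of 10,000,000 plus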
KOR beta-arrestin-1 = KOR antagonists, beta-arrestin recruitment, cell-based, luminescence, uHTS (AID 1778). hit rate 0.091% among 290,000. inhibition, % at 10 µM; hits with a dose series show IC50 in µM. Kappa-type opioid receptor (Homo sapiens). KOR beta-arrestin recruitment, luminescence, antagonist mode; higher % means a stronger effect; note: strong numbers were not always called active
KOR beta-arrestin-2 = KOR agonists, beta-arrestin recruitment, primary screen, cell-based, luminescence, uHTS (AID 1777). hit rate 0.02% among 280,000. one-dose activation, % at 10 µM; EC50 in µM for titrated hits. KOR beta-arrestin recruitment, luminescence; higher % means a stronger effect. Kappa-type opioid receptor (Homo sapiens); in the data active = activation above about 50%, passing the limit was not always enough; note: a part of the inactive calls stands beside numbers as strong as those of hits
GPR55 LPI antagonism = GPR55 antagonists blocking LPI-driven arrestin recruitment, primary screen, imaging, U2OS, beta-arrestin-GFP, LPI agonist (AID 2013) | hit rate 0.13% among 290,000 | U2OS GPR55 beta-arrestin-GFP translocation imaging, LPI antagonism; higher % means a stronger effect | G-protein coupled receptor 55 (Homo sapiens) | inhibition, % at 10 µM, or IC50 in µM where a hit was titrated;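 active = spots per cell inhibited over 60%, with over 100 cells counted and total cytoplasm intensity under 500,000; inconclusive = wells with under 100 cells, flagged as likely toxic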;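 note: U2OS cells stably carrying GPR55 and arrestin-GFP stimulated by 5 µM LPI near EC80; imaged beta-arrestin-GFP aggregate spots per cell after agonist stimulation; plate controls were LPI-stimulated DMSO wells for no effect and DMSO wells without LPI for full effect; some results filed as inactive read as strong as hits; confirmed hits need IC50 under 10 µM and bright autofluorescent wells are also inconclusive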
HIV peptide binding = inhibitors of HIV fusion peptide binding, primary screen, biochemical, uHTS, fluorescence dequenching (AID 1986); cell-free peptide binding, fluorescence dequenching, 30 min; higher % means a stronger effect; inhibition, % at 20 µM, or IC50 in µM where a hit was titrated; hit rate 0.3% among 290,000; in the data active = inhibition mostly above about 52%, no sharp cut-off; inactive = mostly below about 76%; note: some results filed as inactive read as strong as hits
NOD1 inhibition = NOD1 signaling inhibitors, primary screen, cell-based, luminescence, uHTS (AID 1578) | inhibition, % at 4 µM, or EC50 in µM where a hit was titrated | hit rate 1% among 290,000 | NOD1-driven NF-kB luciferase reporter cells, luminescence; higher % means a stronger effect; in the data active = inhibition mostly above about 36%, no sharp cut-off; inactive = mostly below about 34%;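 note: HEK-293T reporter cells stimulated with the NOD1 agonist gamma-tri-DAP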
HEK293 NOD2/NF-kB = NOD2 signaling inhibitors, cell-based, luminescence, uHTS, HEK293 (AID 1566); HEK293 NOD2/NF-kB luciferase reporter, luminescence; higher % means a stronger effect; inhibition, % at 4 µM, or EC50 in µM where a hit was titrated; hit rate 0.63% among 290,000; note: many of its hits are not listed in these tables
Myeloid diff 2 = induction of myeloid progenitor differentiation, primary screen, cell-based, flow cytometry, MLPCN library | hit rate 1% among 360,000 | ER-HoxA9 myeloid progenitors, lysozyme-GFP differentiation | calls only at 10 µM;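 active = normalized GFP-positive differentiation at or above the plate's own cutoff, the solvent-only control mean plus 3 SD; inconclusive = no clear call, values can overlap the other calls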;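 note: cells exposed to compound for four days before flow analysis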
Myeloid diff 2 GFP+ MAC1+ % = further read-out of Myeloid diff 2, marked with its call; GFP+ MAC1+ double positive, %; measured here: differentiation confirmed by MAC1 staining
* hit, by the source's call; i = inactive; u = inconclusive; x = no result given; [ ] = another dose, or the depositor's remark. Cut-off read from the data, not from the text of the source, unless noted: active = inhibition above about 50%; inactive = the rest. This is a subset; rates above refer to the full screens.

Second line of a record – GPR55 activation, GPR35 arrestin U2OS, KOR beta-arrestin-1, KOR beta-arrestin-2, GPR55 LPI antagonism, HIV peptide binding, NOD1 inhibition, HEK293 NOD2/NF-kB, Myeloid diff 2, Myeloid diff 2 GFP+ MAC1+ %
1: CCOc1ccc(CCN2C(=O)C(=O)N([C@H](CCCN(C)Cc3ccccc3)CNCc3ccccc3)C[C@@H]2C(C)C)cc1
    -0.1%, 3%, -8%, -4.1%, 0%, -0.5%, -10%, -7%, x, x
2: Cc1cc(C(=O)CSc2cccc[n+]2[O-])c(C)n1-c1ccc(Br)cc1
    0.4%, -7%, -2%, -5.3%, 0%, -1.4%, 6%, 0%, x, x
3: O=[N+]([O-])c1cc(S(=O)(=O)c2ccc(N3CCCCC3)c([N+](=O)[O-])c2)ccc1N1CCCCC1
    -0.1%, 1%, -15%, 5.2%, -8%, 1.6%, -2%, 6%, i, 0.4
4: CCc1nnc2n1N=C(c1ccc(Cl)cc1)CS2
    0.0%, -1%, 18%, -1.4%, -3%, -1.6%, 1%, 13%, i, 0.9
5: Cc1ccccc1S(=O)(=O)Cc1ccc(C(=O)O)o1
    0.2%, -3%, 44%, 4.8%, -31%, 0.1%, 17%, -12%, i, 1.6
6: CCN(CC)CCN(C)c1ccc(N2C(=O)C3CC=CCC3C2=O)cc1[N+](=O)[O-] (centres undefined)
    -0.3%, 2%, -38%, 4.8%, 1%, 0.4%, -8%, 4%, i, 0.5
7: COc1ccc(NC(=O)CSc2nc3ccccc3c(=O)n2CCCN2CCOCC2)c(OC)c1
    0.6%, -2%, -31%[20 µM], 1.0%, -2%, -0.8%, -7%, 11%, i, 0.2
8: CCCn1c(SCC(=O)Nc2sc(C)c(C)c2C(=O)OC)nc2c1c(=O)n(C)c(=O)n2C
    -0.1%, 22%, -20%, -3.9%, 4%, 2.9%, -16%, 3%, x, x
9: CCCC(=O)NNC(=O)Nc1ccccc1
    -0.1%, 5%, 11%, 0.8%, 15%, -2.2%, 3%, 11%, i, 6.8
10: Cc1c(C)n(CC(O)CNc2ccccc2)c2ccccc12 (centres undefined)
    -0.1%, 0%, -3%[20 µM], x, 18%, -1.0%, -27%, 3%, i, 0.7
11: CC1CCN(C(=O)c2ccc(S(=O)(=O)NCc3ccco3)cc2)CC1
    -0.3%, 4%, -22%, 0.7%, 0%, 1.7%, 18%, 4%, x, x
12: O=C1C(=O)N(CCS(=O)(=O)c2ccccc2)c2ccc(F)cc21
    -0.1%, -3%, -17%, -1.9%, 8%, 0.1%, -21%, 4%, u, x
13: CCc1cc(-c2[nH]ncc2-c2ccc3c(c2)OCO3)c(O)cc1O
    0.0%, -6%, -44%, 3.2%, -29%, -1.8%, 98%*, -11%, i, 0.8
14: Cc1ccnc(Sc2nc3c(c(=O)[nH]c(=O)n3C)n2CCCc2ccccc2)n1
    -1.0%, 4%, -14%, 3.7%, -9%, 1.5%, -11%, 1%, i, 0.3
15: Cc1nnc(SCC(=O)Nc2nsc(-c3ccc(Cl)cc3)n2)s1
    -0.1%, 2%, -7%, 2.7%, -4%, -1.2%, 0%, 16%, i, 1.7
16: NC(N)=NNC(=O)c1ccccc1Cl
    -0.5%, -2%, -41%, 1.8%, 6%, -1.5%, -16%, 5%, i, 0.1
17: Cc1ccc(-c2ccc(/C=N/n3cnnc3)o2)cc1
    0.1%, 13%, 5%, -3.1%, 8%, -2.2%, 8%, -9%, i, 0.5
18: COCCNC(=O)Nc1ccc2c(c1)N(C)C(=O)CS2
    -0.2%, 5%, -38%, 2.2%, -10%, -2.9%, -15%, 9%, i, 1.7
19: C[C@H](NC(=O)c1ccco1)C(=O)NCCc1ccc(S(N)(=O)=O)cc1
    6.2%, 8%, -2%, -1.9%, 9%, 0.4%, 0%, 27%, i, 0.4
20: COc1ccc(/C=N/S(=O)(=O)c2ccccc2)cc1OC
    -0.1%, -9%, 24%[20 µM], -6.1%, -1%, -0.3%, -22%, 8%, i, 0.2
21: O=C(CCS(=O)(=O)c1ccccc1)Nc1cccc2c1C(=O)NC2=O
    -0.2%, 0%, -18%, 3.1%, 11%, 0.5%, -18%, 2%, x, x
22: O=C(c1ccc(OC2CCN(Cc3ccc(C(F)(F)F)cc3)CC2)cc1)N1CCCCC1
    -0.1%, 6%, -38%, -0.3%, -5%, 0.3%, -16%, 11%, i, 1.1
23: COc1ccc(C(=O)NNC(=O)C2CCCO2)cc1 (centres undefined)
    -1.9%, -1%, 16%, 2.5%, -1%, 0.9%, -8%, 12%, i, 0.6
24: COC(=O)c1n[nH]nc1-c1ccccc1
    -0.2%, -5%, -2%, -2.8%, 6%, -0.1%, -12%, 7%, i, 0.5
25: N/C(=N\OC(=O)c1ccc(Cl)cc1)c1ccc(Cl)cc1
    0.2%, 4%, 0%, 9.9%, -14%, 0.9%, -30%, -54%, i, 0.8
26: O=C(Nc1cccc(C(=O)N2CCOCC2)c1)c1ccc([N+](=O)[O-])cc1
    0.0%, 10%, 4%, 1.2%, -1%, 0.4%, -24%, 6%, i, 1.3
27: Oc1cc(O)c2c(c1)O[C@H](c1ccc(O)c(O)c1)[C@H](O)C2
    0.2%, -7%, -32%[20 µM], -3.5%, -8%, 4.0%, 40%, -8%, i, 0.9
28: CC(=O)c1sc(N/N=C\c2ccc(C)cc2)nc1C
    0.8%, 3%, 0%, -1.6%, -1%, 2.0%, -59%, -84%, i, 0.8
29: COC(=O)c1sccc1NC(=O)Nc1cccc(C(C)=O)c1
    -0.2%, -17%, 0%, -5.7%, 2%, 1.2%, -8%, 21%, i, 0.0
30: COc1ccc(C)cc1NC(=O)C1CCN(S(=O)(=O)c2ccc3c(c2)NC(=O)CO3)CC1
    -0.1%, 7%, -15%, 2.0%, -4%, -2.7%, 19%, 4%, i, 1.7

Three compounds from above, ordered by molecular weight, ascending.
Second line of a record – GPR55 activation, GPR35 arrestin U2OS, KOR beta-arrestin-1, KOR beta-arrestin-2, GPR55 LPI antagonism, HIV peptide binding, NOD1 inhibition, HEK293 NOD2/NF-kB, Myeloid diff 2, Myeloid diff 2 GFP+ MAC1+ %
17: Cc1ccc(-c2ccc(/C=N/n3cnnc3)o2)cc1
    0.1%, 13%, 5%, -3.1%, 8%, -2.2%, 8%, -9%, i, 0.5
20: COc1ccc(/C=N/S(=O)(=O)c2ccccc2)cc1OC
    -0.1%, -9%, 24%[20 µM], -6.1%, -1%, -0.3%, -22%, 8%, i, 0.2
25: N/C(=N\OC(=O)c1ccc(Cl)cc1)c1ccc(Cl)cc1
    0.2%, 4%, 0%, 9.9%, -14%, 0.9%, -30%, -54%, i, 0.8

Further structures follow:
Second line of a record – GPR55 activation, GPR35 arrestin U2OS, KOR beta-arrestin-1, KOR beta-arrestin-2, GPR55 LPI antagonism, HIV peptide binding, NOD1 inhibition, HEK293 NOD2/NF-kB, Myeloid diff 2, Myeloid diff 2 GFP+ MAC1+ %
31: Cc1ccc(C2CC2c2n[nH]c(=S)n2-c2ccc(Cl)cc2)cc1 (centres undefined)
    -0.1%, 7%, -21%, -1.5%, 4%, 1.8%, 6%, 9%, i, 6.3
32: CC(=C1C(=O)c2ccccc2C1=O)N1CCN(C/C=C/c2ccccc2)CC1
    0.3%, 1%, 7%, 0.8%, -7%, 2.6%, -5%, -7%, i, 1.6
33: O=S(NCc1ccco1)C12CC3CC(CC(C3)C1)C2 (centres undefined)
    -0.1%, 0%, 3%, -7.0%, -2%, 3.9%, -8%, 16%, i, 5.0
34: Cc1cc(C)c(NC(=O)CSc2nc3ccc(NC(=O)CSc4nnnn4-c4ccccc4)cc3s2)c(C)c1
    -0.2%, 2%, 20%, -0.1%, -3%, 0.8%, -17%, 6%, i, 0.6
35: CC1CCN(C(=O)CNC(=O)CNC(=O)Cc2ccccc2)CC1
    -0.1%, -18%, -1%, -2.7%, 10%, 1.0%, -34%, 4%, i, 0.7
36: COc1ccc(/C=C/C(=O)Nc2ccccc2C)cc1S(=O)(=O)N1CCOCC1
    2.0%, 7%, 10%, -1.4%, -4%, -1.2%, 2%, -3%, i, 0.1
37: COc1ccc(-c2nnc(SC(=O)N3c4ccccc4Sc4ccccc43)o2)cc1
    3.9%, -2%, 0%, -1.1%, 12%, 2.0%, 65%*, 12%, i, 1.4
38: CCOC(=O)c1c(NC(=O)CN2CCN(C(=O)C3CCCO3)CC2)sc(C)c1C (centres undefined)
    0.6%, 2%, -20%, 4.0%, 6%, 0.2%, -33%, 2%, i, 0.9
39: CCOc1ccccc1N(C)C(=O)c1sc2ncn(CC(=O)N3CCCCC3C)c(=O)c2c1C (centres undefined)
    1.2%, -24%, 16%, 2.7%, -7%, 0.5%, 29%, 6%, i, 1.6
40: O=C(O)C1=C[C@@H](c2ccccc2)C[C@@H](OCc2ccc(CO)cc2)O1
    -0.2%, -4%, -8%, -1.9%, -4%, 1.2%, 1%, 8%, i, 1.2
41: O=C(CSc1nnc(-c2ccc(C(F)(F)F)cn2)s1)c1ccccc1
    -0.1%, -12%, 28%, 4.4%, 20%, -1.1%, -4%, 22%, i, 0.6
42: Cc1ccc(NC(=O)COC(=O)/C=C/c2cccs2)cc1
    -0.1%, 0%, 2%, 3.0%, -9%, 2.2%, -9%, 15%, i, 0.4
43: O=C(NNC1CC(=O)N(c2cccc(Cl)c2)C1=O)c1cccnc1 (centres undefined)
    -0.8%, 0%, -51%, 1.2%, -6%, 8.6%, 4%, 1%, i, 0.2
44: Cc1ccc(S(=O)(=O)CC(=O)N2CCOCC2)cc1
    -0.1%, -7%, -25%[20 µM], x, -3%, -0.6%, -43%, -7%, i, 0.6
45: CSCCC(Nc1ncnc2ccc(Br)cc12)C(=O)O (centres undefined)
    0.1%, -7%, -18%, -0.2%, 2%, -3.6%, 10%, 14%, i, 4.8
46: CCCSc1nc2ccccc2n1CC(=O)O
    0.0%, 2%, 1%, -2.9%, 12%, 0.7%, -30%, 21%, i, 1.0
47: O=C(CC1Nc2cccc3cccc(c23)NC1=O)Nc1ccccc1 (centres undefined)
    0.1%, 13%, -34%, 4.3%, -32%, 58%*, 30%, -7%, i, 0.9
48: CCOc1ccc(Nc2nc(CC(=O)OC)cc(=O)[nH]2)cc1
    0.3%, -16%, 9%, 0.4%, -3%, -0.8%, -8%, -1%, i, 0.3
